TDP1 block = blocks human tyrosyl-DNA phosphodiesterase 1. Q9NUW8. recombinant TDP1, AlphaScreen DNA substrate cleavage. Potency, µM (highest dose often 130 µM), inactives show at the highest dose activity change, negative = inhibition, hits mostly inhibitors. 350,000 tested, 0.28% active; active means well fitted inhibition curve with a large enough effect; inconclusive means small, poorly fitted or top-dose-only effect; inactive means no such curve, though single readings can be large or run the other way; further: nearly all actives have a fitted effect of over 40% in size
Target sequence (Q9NUW8 whole entry, looked up): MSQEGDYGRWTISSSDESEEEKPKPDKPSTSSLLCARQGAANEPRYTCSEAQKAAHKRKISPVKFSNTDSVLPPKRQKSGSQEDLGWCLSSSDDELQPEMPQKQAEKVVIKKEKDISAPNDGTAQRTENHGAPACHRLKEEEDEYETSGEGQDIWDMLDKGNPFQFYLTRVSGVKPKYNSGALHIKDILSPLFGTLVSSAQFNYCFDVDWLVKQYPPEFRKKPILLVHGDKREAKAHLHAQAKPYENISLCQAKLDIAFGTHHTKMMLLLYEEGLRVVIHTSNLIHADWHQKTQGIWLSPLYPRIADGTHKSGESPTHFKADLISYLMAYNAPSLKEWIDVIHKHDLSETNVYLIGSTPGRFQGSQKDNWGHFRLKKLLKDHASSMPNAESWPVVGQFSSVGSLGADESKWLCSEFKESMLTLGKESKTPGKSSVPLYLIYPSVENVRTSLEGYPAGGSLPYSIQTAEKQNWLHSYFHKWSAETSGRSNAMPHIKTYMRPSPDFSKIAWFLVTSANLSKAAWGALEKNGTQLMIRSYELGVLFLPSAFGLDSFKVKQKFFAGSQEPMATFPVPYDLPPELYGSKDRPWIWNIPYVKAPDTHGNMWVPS
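Signal: AlphaScreen proximity between streptavidin donor and anti-FITC acceptor beads on intact substrate. Reaction: Tdp1 1 nM, substrate 15 nM final, 5 min RT after 15 min compound preincubation.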
* hit, by the source's call; ? = inconclusive; & = joins results of further samples; [ ] = another dose, or the depositor's remark. On the % scale 0 is the no-effect control and ±100 the full control effect; potency means the concentration at half of the fitted maximal effect. Some of the compounds tested; rates above refer to the full screens.

SMILES	TDP1 block
COc1cc2c(cc1NC(=O)Cn1cnc3c1c(=O)n(C)c(=O)n3C)oc1ccccc12	-3%
O=C1CCc2cc(S(=O)(=O)Nc3cccc(F)c3)ccc2N1	-3%
CCOC(=O)/C(C)=N/NC(C)=O	5%
COC(=O)C1=C(C(=O)OC)[C@@H]2N(C)c3ccc(OC)cc3[C@@]23C[C@@H](C(=O)OC)N(S(=O)(=O)c2cccs2)C3=N1	15%[12.3 µM]
Cc1ccc2[nH]c3c(N4CCN(Cc5ccc6c(c5)OCO6)CC4)ncnc3c2c1	1%
Cc1cccc(OCCn2c(SCC(=O)O)nc3ccccc32)c1	2%
CCN(CC)CCn1c(-c2ccccc2)nc2c(NCCO)nc(C)nc21	4%
CC(N)=O	9%[56.1 µM]
Cn1c(=O)c2c(ncn2CC(=O)Nc2cc(Cl)c(Cl)cc2Cl)n(C)c1=O	-4%
COc1cccc(C2c3c(ncn(-c4ccccc4Br)c3=N)Oc3ccc4ccccc4c32)c1 (centres undefined)	3%
CCCCC[C@H](O)/C=C\[C@@H]1[C@H](O)CC(=O)[C@@H]1CCCCCCC(=O)O	5%[56.1 µM]
Cc1nc(SCC(=O)Nc2ccccc2C(F)(F)F)c(C#N)c(C)c1CC(=O)c1ccc(Br)cc1	3%
CCCCN(CCCC)CCNC(=O)Cc1nc2c(c(=O)[nH]c(=O)n2C)n1C	2%
CC(C)C[C@H](NC(=O)[C@@H](N)Cc1ccccc1)C(=O)N[C@@H](Cc1ccccc1)C(=O)N[C@@H](CCC(N)=O)C(=O)N1CCC[C@H]1C(=O)N[C@@H](CCC(N)=O)C(=O)N[C@@H](CCCN=C(N)N)C(=O)N[C@@H](Cc1ccccc1)C(N)=O	9%
c1nc(N2CCNCC2)c2sc3nc(N4CCOCC4)c4c(c3c2n1)CCC4	0%
COC(=O)c1ccccc1NC(=O)c1ccc(F)cc1F	0%
COc1ccc(-c2ccccc2C2NC(C(=O)O)CCC2C)cc1 (centres undefined)	6%[21 µM]
CCC[C@H]1C[C@H](C(=O)N[C@@H]([C@H]2O[C@@H](SC)[C@@H](O)[C@@H](O)[C@@H]2O)[C@H](C)Cl)N(C)C1	5%[56.1 µM]
CC(=O)Nc1ccc(-c2nnc(SCC(=O)c3ccc([N+](=O)[O-])cc3)o2)cc1	8%
CCOC(=O)c1cnc2ccc(C(=O)OC)cc2c1NCc1ccco1	0%
COc1ccc(C2Nc3ccccc3C(=O)N2Cc2ccccc2)cc1COc1ccc(C(N)=O)cc1 (centres undefined)	-1%
O=C(CCN1C(=O)/C(=C\c2ccccc2F)SC1=S)Nc1ccc(C(=O)O)c(O)c1	7%
NC(=O)c1cc[n+](CC2=C(C(=O)[O-])N3C(=O)[C@@H](NC(=O)Cc4cccs4)[C@@H]3SC2)cc1	16µM*
CCCCCCC/C=C/C1=CC2(C)CC1(C)C(CCCCCCC)CC2=O (centres undefined)	-6%[21 µM]
COC(=O)C1=C(C)N(Cc2ccccc2)C2=C(C(=O)c3ccccc3)C(c3ccccc3)[C@@](O)(C(=O)OC)C(=O)N2C1c1ccccc1 (some centres undefined)	4%&5%[21 µM]
CCC(C)C(=O)Nc1cccc(SC)c1 (centres undefined)	0%
CN(CCCCCNC(=O)/C=N/O)Cc1ccccc1	0%
CN[C@@H](CC(C)C)C(=O)N[C@@H]1C(=O)N[C@H](CC(N)=O)C(=O)N[C@@H]2C(=O)N[C@H]3C(=O)N[C@H](C(=O)N[C@H](C(=O)O)c4cc(O)cc(O)c4-c4cc3ccc4O)[C@H](O)c3ccc(c(Cl)c3)Oc3cc2cc(c3O[C@H]2O[C@@H](CO)[C@@H](O)[C@@H](O)[C@@H]2O[C@@H]2C[C@](C)(N)[C@H](O)[C@H](C)O2)Oc2ccc(cc2Cl)[C@@H]1O	4%[56.1 µM]
O=C(O)CC(O)CC(O)/C=C/c1c(C2CC2)nc2ccccc2c1-c1ccc(F)cc1 (centres undefined)	2%
Cc1ccc(N2CCCn3c2nc2c3c(=O)n(CCN3CCOCC3)c(=O)n2C)cc1	-3%
CC/C=C\CC[C@H](O)C1=CCCCC1=O	8%[21 µM]
CC1(OC(=O)c2cccs2)C(=O)C=C2C=C(c3ccc(C#N)cc3)OC=C2C1=O (centres undefined)	4%&0%
O=C(c1ccco1)n1nc(-c2ccccc2)nc1NCc1ccc(F)cc1	1%
COC(=O)NC(CC(C)=O)c1ccc(F)cc1 (centres undefined)	3%[21 µM]
CCN(CC)CCCNCC(=O)Nc1ccc(OC)c(Cl)c1	-3%
CC(=O)OC[C@@H]1O[C@@H](O/N=C2/C[C@@H](O)[C@@H](O)[C@@H]3[C@@H]4C(=O)N(C(C)(C)C)C(=O)[C@H]4CC[C@H]23)[C@H](OC(C)=O)[C@H](OC(C)=O)[C@@H]1OC(C)=O	6%[21 µM]
CC(=O)OC1C([N+]2(C)CCCCC2)C[C@H]2C3CC[C@H]4C[C@H](OC(C)=O)C([N+]5(C)CCCCC5)CC4(C)C3CCC12C (some centres undefined)	4%
COC(=O)[C@H](COC(C)(C)C)NC(=O)O[C@@H]1C(=O)c2ccc(OC)cc2O[C@H]1c1ccc2c(c1)OCO2	4%
CC(C)(C)C(=O)Nc1ccnc(-c2cccnc2)n1	-3%
COc1cc(C(=O)Nc2c(-c3ccccn3)c(=O)c3ccccc3n2C)cc(OC)c1OC	2%

4 entries from above, reformatted:
> CC/C=C\CC[C@H](O)C1=CCCCC1=O
  TDP1 block: 8%[21 µM]

> COC(=O)NC(CC(C)=O)c1ccc(F)cc1 (centres undefined)
  TDP1 block: 3%[21 µM]

> CC(=O)OC[C@@H]1O[C@@H](O/N=C2/C[C@@H](O)[C@@H](O)[C@@H]3[C@@H]4C(=O)N(C(C)(C)C)C(=O)[C@H]4CC[C@H]23)[C@H](OC(C)=O)[C@H](OC(C)=O)[C@@H]1OC(C)=O
  TDP1 block: 6%[21 µM]

> O=C(O)CC(O)CC(O)/C=C/c1c(C2CC2)nc2ccccc2c1-c1ccc(F)cc1 (centres undefined)
  TDP1 block: 2%

(cont.)
SMILES	TDP1 block
CCOC(=O)c1ccccc1NC(=O)CC1Nc2ccccc2NC1=O (centres undefined)	2%
COC(=O)[C@@H]1CC[C@H](C)[C@@H](c2ccc(C)cc2)N1C(=O)c1ccc(/C=N\O[C@@H](C)CN2CCCCc3nc(C)c(C)cc32)cc1	9%[21 µM]
COC(=O)CCCC[C@H]1SC[C@H]2NC(=O)N[C@]21O	9%
COC/C=C/C1=CC2=CC(=O)C(C)(OC(=O)CCc3ccccc3)C(=O)C2=CO1 (centres undefined)	11%
CC(C)NC(=O)[C@H]1C[C@@H]1[C@H](NC(=O)OCc1ccccc1)c1ccccc1	9%
COc1ccc2nc3c(cc2c1)Cc1ccccc1-3	9%
CN(C)CCCNc1cc(O)c2ncccc2c1	3%
CC1CN(S(=O)(=O)c2cccc(-c3cn4cccnc4n3)c2)CC(C)O1 (centres undefined)	5%
COc1ccc(-c2cc(=O)c3c(O)cc(O)c(-c4cc(-c5cc(=O)c6c(O)cc(OC)cc6o5)ccc4OC)c3o2)cc1	13%
O=C(c1ccccc1)N1CCN(c2nc(-c3cccs3)nc3ccccc23)CC1	3%
CC/C=C\C/C=C\C/C=C\C/C=C\C/C=C\C/C=C\CCC(=O)NC(C)C(=O)O (centres undefined)	-1%
O=[N+]([O-])c1cccc(-c2nc(N3CCOCC3)c3ccccc3n2)c1	6%
CCc1ccc(NC(=O)Cc2ccc(OC)cc2)cc1	0%
Cc1cc(C)nc(NS(=O)(=O)c2ccc(NC(=O)CN3C(=O)c4ccccc4C3=O)cc2)n1	-2%
COc1cccc([C@@H]2Oc3ccc(Br)cc3C(=O)[C@H]2OC(=O)NCCOc2ccccc2)c1	7%
CC(C)OC(=O)[C@@H]1CC[C@H](C)[C@@H](CCCC=O)O1	6%
Cc1ccc(N2C(=O)c3ccccc3C2=O)c(C)c1	3%
Cc1cc(=O)oc2cc(NC(=O)c3cc4ccccc4o3)ccc12	1%
CC(C)=CCC/C(C)=C/CO/N=C1/C[C@@H](O)[C@@H](O)[C@@H]2[C@@H]3C(=O)N(C(C)(C)C)C(=O)[C@H]3CC[C@@H]12	8%[21 µM]
COc1cc2c(cc1OC)C(c1ccccc1)CN(C)CC2 (centres undefined)	6%
C/C(CCN1CCc2nc(-c3ccccc3)c(-c3ccccc3)cc2C1)=N\O[C@H](C)c1cn([C@H](CO)Cc2ccccc2)nn1	8%
Cc1cc2c(s1)c(/C=N/O)c(C(=O)NCc1ccccc1F)n2C	0%
COc1cccc(C2CC(=O)Nc3c2c(=O)n(C)c2nc4ccccc4n32)c1 (centres undefined)	7%
NCCCC[C@H](NC(=O)[C@H](CCCN=C(N)N)NC(=O)[C@H](CO)NC(=O)[C@H](CCCN=C(N)N)NC(=O)[C@@H](N)Cc1ccc(O)cc1)C(=O)N[C@@H](Cc1ccc(O)cc1)C(=O)N[C@@H](CO)C(=O)N[C@@H](CO)C(=O)N[C@@H](Cc1c[nH]c2ccccc12)C(=O)N[C@@H](Cc1ccc(O)cc1)C(=O)O	11%
CCOC(=O)Cn1c(=O)n(CC2CCCO2)c2nc(-c3ccc(C(C)C)cc3)nc(C(N)=O)c21 (centres undefined)	4%
Cn1c(N)c(C(=O)COC(=O)c2cc(C(F)(F)F)nc3ccccc23)c(=O)n(C)c1=O	6%&-5%
CC(=O)Nc1ccc([C@H]2[C@H](C)CC[C@H]3C(=O)N4[C@@H](CC[C@@H](C)[C@@H]4c4ccc(NC(C)=O)cc4)C(=O)N32)cc1	4%
C=C1C(c2ccc(C)cc2)=CCc2cc(C)cc(C)c21	11%&4%
CC1CC=CC2C1C(=O)N(Cc1ccccc1)C2c1ccc(F)c(Br)c1 (centres undefined)	-3%
O=C(c1ccc(Cl)cc1[N+](=O)[O-])N(Cc1ccccc1)Cc1ccccc1	3%
On1c2c(c3c4nonc4ccc31)CCCC2	-5%
CCOC(=O)c1ccc(CNC(=O)Cn2nnc(-c3cccc(C)c3)n2)o1	5%
O=C(NCCN1C(=O)S/C(=C\c2cccs2)C1=O)[C@H](Cc1ccccc1)N1C(=O)c2ccccc2C1=O	4%
CCCNC(=O)OC[C@H]1O[C@H](CCO/N=C/c2ccc(C(=O)N3[C@H](c4ccc(C)cc4)[C@@H](C)CC[C@H]3C(=O)OC)cc2)C=C[C@@H]1Oc1ccc(OC)cc1	5%
C=Cc1ccc(C=C)cc1	-7%
Cc1nc(-c2ccccc2)sc1CCNC(=O)C(=O)Nc1ccc2c(c1)OCCO2	1%
O=C(O)c1ccccc1/C=N/Nc1nc(N2CCCCC2)nc(N2CCCCC2)n1	2%
CC(=O)O[C@@H]1[C@@H](O)CN[C@@H]1Cc1ccccc1	1%
O=S(=O)(NCCCCCNS(=O)(=O)c1c(F)cccc1F)c1ccc2c(c1)OCCO2	1%&1%
NC(N)=[N+]1CCc2ccccc2C1	11%[56.1 µM]

A run of entries of the results above:
SMILES	TDP1 block
Cc1nc(-c2ccccc2)sc1CCNC(=O)C(=O)Nc1ccc2c(c1)OCCO2	1%
O=C(O)c1ccccc1/C=N/Nc1nc(N2CCCCC2)nc(N2CCCCC2)n1	2%
CC(=O)O[C@@H]1[C@@H](O)CN[C@@H]1Cc1ccccc1	1%
O=S(=O)(NCCCCCNS(=O)(=O)c1c(F)cccc1F)c1ccc2c(c1)OCCO2	1%&1%
NC(N)=[N+]1CCc2ccccc2C1	11%[56.1 µM]

More entries follow.
SMILES	TDP1 block
N#Cc1nc(Nc2ccccc2)nc(NC2CCCC2)n1	10%
C[C@H]1CC2[C@@H]3CCC4=CC(=O)C=C[C@]4(C)[C@@]3(Cl)[C@@H](O)C[C@]2(C)[C@@]1(O)C(=O)CO (some centres undefined)	-4%[56.1 µM]
C=CCN1c2ccccc2[C@]23C[C@@H](C(=O)OC)N(S(=O)(=O)c4ccc(Br)cc4)C2=NC(C(=O)OC)=C(C(=O)OC)[C@H]13	7%[12.3 µM]
O=S(=O)(c1ccccc1)N1CCC(N2CCN(c3ccccc3)CC2)CC1	2%
CCOc1ccc(-n2c(SCC(=O)Nc3ccccc3CC)nc3n[nH]c(C)c3c2=N)cc1	8%
O=C(COC(=O)CNC(=O)C1CCCCC1)Nc1ccccc1Cl	0%&2%
CN1C(=S)SC(N2OC3C(=O)N(c4ccccc4)C(=O)C3C2c2ccccc2)C1(C)C (centres undefined)	1%
Cc1ccc(OCC(=O)Nc2ccc(Cl)c(-c3nc4ncccc4o3)c2)cc1C	5%
COc1ccc(NC(=O)CCNS(=O)(=O)c2ccc3c(c2)CCCC(=O)N3)cc1Cl	3%
Cc1ccc(-c2csc(N3CCC(C(N)=O)CC3)n2)cc1	4%
CC[C@H](C)C(=O)O[C@H]1CCC=C2C=C[C@H](C)[C@H](CC[C@@H]3C[C@H](O)CC(=O)O3)C21 (some centres undefined)	-6%[56.1 µM]
COc1cc(OC)c2c(c1)OC1Cc3cc(OC)c(OC)cc3C2O1 (centres undefined)	8%[21 µM]
CC(=O)c1cc2c(cc1NS(=O)(=O)c1ccccc1C)OCO2	6%
CC(C)[C@@H](OCc1ccccc1)[C@H](C)/C=N\OC[C@@H](O)COCc1ccco1	2%[21 µM]
CCCCCS(=O)(=O)CCCCCCCCCCn1c(-c2ccc(O)cc2)c(C)c2cc(O)ccc21	15%
Cc1sc2c(c1C)c(=O)nc1n2Cc2ccccc2-1	6%
CC(=O)c1cc(C)oc1C	7%
CC(NC(=O)CCN1N=C(c2ccccc2)CCC1=O)c1ccc2c(c1)OCCO2 (centres undefined)	3%
N#CCc1ccccc1[N+](=O)[O-]	13%
CC(C)=CCC/C(C)=C/C=O	10%
CC(=O)O[C@@H]1CC(C)=C2[C@H]1[C@H](C)CC[C@H]2/C=C(\C)C(=O)O	18%
Cc1ccc(/C=N/n2c(C)nc3ccccc3c2=O)s1	0%
Cc1nccn1CC(=O)N/N=C/c1ccc(O)c(O)c1	?
CCN1CCN(C2CCN(C(C)=O)CC2)CC1	2%

Source: PubChem
